Assay outcomes from PubChem BioAssay.
Glioma ERSR ind: inducers of ER stress response in human glioma cells | actives 0.02% (n = 420,000) | U87-MG GRP78 promoter luciferase reporter, 16 h | AID 602332 | Potency, µM, for the others: at the highest dose activation, hits mostly activators; further: potency means the concentration at half of the fitted maximal effect; series mostly up to about 76 µM; % of control where 0% means no effect; nearly all actives have a fitted effect of over 35% in size
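Stably transfected U87-MG human glioma cells carrying a GRP78-based luminescent sensor were seeded at 1000 cells/well, pin-dosed with compounds and incubated 16 h. Luciferase reagent was then added, and end-point luminescence was read after 10 min at room temperature.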
Pol eta inh: DNA polymerase eta (human) inhibition | recombinant Pol eta, fluorescent DNA replication assay | Potency, µM (highest dose often 114 µM), without a hit: top-dose activity change, negative = inhibition, actives largely listed as inhibitors | actives 1.2% (n = 390,000) | AID 588591; further: potency means the concentration at half of the fitted maximal effect; on the % scale 0 is the no-effect control and ±100 the full control effect
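Fluorescent replication assay: 50 nM final substrate added after a 15 min room-temperature compound preincubation with 10 nM enzyme. Signal taken at 0 min and again at 10 min.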
LDHA inh: LDHA (human) enzyme inhibition | purified LDHA, NADH/diaphorase-resazurin fluorescence; stronger effect = lower value | P00338 | actives 0.15% (n = 480,000) | activity change, % (values are at about 110 or 230 µM); in the data active means activity change below about -30%; inconclusive means mostly about -25% to -30%;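 further: plate controls were DMSO wells for no effect and wells without enzyme for full effect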
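Remaining NADH was detected by diaphorase (0.133 mg/mL) converting 37 µM resazurin to fluorescent resorufin, read at 0 and 20 minutes. The preceding 5-minute room-temperature reaction used 2 nM LDHA, 0.2 mM sodium pyruvate and 0.06 mM NADH at pH 7.4.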
Anesthetic bind: binds horse apoferritin like a general anesthetic. P02791. apoferritin/1-aminoanthracene competitive binding, fluorescence. Potency, µM (top dose mostly 77.5 µM), without a hit: at the top dose activity change, negative = displacement, most hits filed as inhibitors. actives 0.074% (n = 350,000). AID 485281; further: potency means the concentration at half of the fitted maximal effect; on the % scale 0 is the no-effect control and ±100 the full control effect; nearly all actives have a fitted effect of over 20% in size
Target sequence (P02791 2-175 limits assumed): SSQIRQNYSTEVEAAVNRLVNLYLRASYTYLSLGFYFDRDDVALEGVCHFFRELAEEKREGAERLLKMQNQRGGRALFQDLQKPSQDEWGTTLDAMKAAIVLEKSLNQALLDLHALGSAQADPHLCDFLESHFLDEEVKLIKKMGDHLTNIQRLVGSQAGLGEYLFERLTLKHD
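Horse-spleen apoferritin (10 uM) in 50% saturated 1-aminoanthracene in PBS was incubated 10 min at room temperature with compound. Fluorescence (ex 380, em 535 nm) was normalized to free and bound 1-AMA, with concentration-response fitted by a four-parameter Hill equation.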
POLB inh: inhibitors of human DNA polymerase beta; P06746; Pol beta primer extension/strand displacement, fluorescence kinetic; Potency, µM (doses to about 114 µM), inactives show top-dose activity change, negative = inhibition, most hits filed as inhibitors; actives 1.3% (n = 340,000); AID 485314; further: potency means the concentration at half of the fitted maximal effect; on the % scale 0 is the no-effect control and ±100 the full control effect
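10 nM enzyme + cpd, 15 min RT; start with substrate 50 nM final; read 0 min and after 10 min RT. Corrected, normalized data; 4-parameter Hill curve fit.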
BLM helicase inh: Bloom syndrome helicase (human) inhibition. P54132. recombinant BLM DNA unwinding, fluorescence dequenching. Potency, µM (titrated, usually from 56.1 µM), inactives show at the top dose activity change, negative = inhibition, actives largely listed as inhibitors. actives 0.2% (n = 350,000);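 further: potency means the concentration at half of the fitted maximal effect; plate controls were vehicle for no effect and no enzyme for full effect; nearly all actives have a fitted effect of over 35% in size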
POLI inh: inhibitors of human DNA polymerase iota | Q9UNA4 | Pol iota fluorescent replication assay, 10 min | Potency, µM (top dose mostly 115 µM), for the others: at the highest dose activity, negative = inhibition, hits mostly inhibitors | actives 1% (n = 390,000) | AID 588590; further: potency means the concentration at half of the fitted maximal effect
Target sequence (Q9UNA4 whole entry, looked up): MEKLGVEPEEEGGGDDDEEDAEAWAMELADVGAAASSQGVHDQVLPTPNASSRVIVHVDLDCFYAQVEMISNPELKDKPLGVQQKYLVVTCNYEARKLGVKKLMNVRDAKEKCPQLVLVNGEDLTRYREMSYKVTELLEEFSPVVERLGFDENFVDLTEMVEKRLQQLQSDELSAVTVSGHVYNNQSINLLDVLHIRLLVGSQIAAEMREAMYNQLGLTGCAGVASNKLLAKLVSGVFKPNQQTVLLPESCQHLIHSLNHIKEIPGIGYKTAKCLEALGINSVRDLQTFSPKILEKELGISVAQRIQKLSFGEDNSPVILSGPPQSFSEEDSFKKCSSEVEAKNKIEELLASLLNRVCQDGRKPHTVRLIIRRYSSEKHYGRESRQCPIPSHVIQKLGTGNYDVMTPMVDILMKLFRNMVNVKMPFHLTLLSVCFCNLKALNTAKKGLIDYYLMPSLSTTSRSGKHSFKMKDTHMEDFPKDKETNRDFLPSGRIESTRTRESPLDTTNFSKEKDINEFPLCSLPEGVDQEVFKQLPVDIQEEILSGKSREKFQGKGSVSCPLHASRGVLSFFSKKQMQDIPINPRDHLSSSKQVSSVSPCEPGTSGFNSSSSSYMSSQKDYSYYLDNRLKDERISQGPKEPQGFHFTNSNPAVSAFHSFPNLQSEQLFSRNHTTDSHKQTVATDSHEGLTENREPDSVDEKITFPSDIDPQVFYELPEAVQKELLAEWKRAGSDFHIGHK
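Fluorescent replication assay read twice, at 0 min and 10 min after adding 50 nM (final) substrate. Enzyme (10 nM) and compounds were first incubated 15 min at room temperature; enzyme-free buffer wells were negative controls.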
Pol kappa inh: inhibitors of human DNA polymerase kappa. actives 0.53% (n = 400,000). Potency, µM (top dose mostly 107 µM), without a hit: at the top dose activity, negative = inhibition, hits mostly inhibitors. purified Pol kappa, fluorescent DNA synthesis assay, 10 min; further: potency means the concentration at half of the fitted maximal effect; on the % scale 0 is the no-effect control and ±100 the full control effect
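10 nM Pol kappa preincubated 15 min at room temperature with compounds, then reaction started with substrate at 50 nM final. Fluorescence read kinetically at 0 and 10 min; buffer-only wells served as negative control.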
APE1 inh: inhibitors of human APE1 endonuclease; recombinant APE1, TAMRA/BHQ-2 abasic DNA cleavage fluorescence; actives 0.35% (n = 350,000); AID 2517; P27695; Potency, µM (doses to about 65.8 µM), for inactives: at the top dose activity change, negative = inhibition, actives largely listed as inhibitors;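 further: potency means the concentration at half of the fitted maximal effect; plate controls were vehicle for no effect and reference inhibitor for full effect; nearly all actives have a fitted effect of over 55% in size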
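Incision of a quenched TAMRA/BHQ-2 THF abasic-site duplex (50 nM) by 0.75 nM APE1, after 15 min compound preincubation, measured as fluorescence increase over three 60 s reads. Values normalized to buffer, DMSO and NSC13755 control wells.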
Active calls of the source: *; ? = inconclusive; / = no result given; & = joins results of further samples; [ ] = another dose, or the depositor's remark. Unless noted, the call rests on the fitted dose curve; in most records, active means well fitted curve in the direction sought with a large enough effect; inconclusive means small, poorly fitted or top-dose-only effect, or another doubt; inactive means no such curve, though single readings can be large; an effect the other way counts as inactive or inconclusive. Some of the compounds tested; count on the stated rates, not on these rows.

Values run as follows: LDHA inh, POLB inh, APE1 inh, Pol kappa inh, BLM helicase inh, Glioma ERSR ind, POLI inh, Anesthetic bind, Pol eta inh
- O=C(NCCN1CCOCC1)c1ccc(=O)oc1
→ -3, 40%, 2%, -10%, 1%, -3%, 32%[activator], -5%, -4%
- Cc1cn([C@H]2C[C@H](O)[C@@H](CCC(=O)NCc3ccco3)O2)c(=O)[nH]c1=O
→ -15, /, /, -4%, /, -3%, ?, /, 2%
- COc1ccc(/C=N/NC(=O)c2ccc(=O)n(C)c2)cc1OC
→ -7, -9%, 6%, -5%, -10%, -6%, 55%[activator], -3%, -22%
- Cc1cc(C)cc(NC(=O)C2C3C=CC4(O3)C2C(=O)N(CCN2CCCCC2)C4C(=O)NC2CCCCC2)c1 (configuration not stated)
→ 0, 12%, 18%, -9%, 0%, 1%, 43%[activator], -8%, -7%
- Cc1cc(C)cc(NC(=O)Nc2ccc3c(c2)N(C)C(=O)CS3)c1
→ 1, 17%, -6%, 0%, -1%, -2%, ?, -13%, -6%
- COc1ccc(S(=O)(=O)N2CCN(c3nc(-c4cccs4)nc4ccccc34)CC2)cc1OC
→ -4, /, /, -30%, /, -3%, ?, /, /
- Cc1cccc(OCC(=O)Nc2ccc3c(c2)C(=O)NC3=O)c1
→ -2, -8%, -13%, 8%, -2%, -8%, 32%, -5%, -7%
- COc1cccc(/C=C/C(=O)c2cccc([N+](=O)[O-])c2)c1OC
→ 2, -2%, -6%, -14%, -9%, -11%, 157%[activator], -19%, -2%
- O=[N+]([O-])c1c(Nc2cccc(O)c2)cc(Cl)c2nonc12
→ 8, 2%, 16%, -1%, -11%, -14%, 13µM*, ?, 25µM*
- CCOc1ccc(S(=O)(=O)N2CCN(CN3C(=O)CC4(CCCC4)C3=O)CC2)cc1
→ 1, /, 13%, 14%, /, -5%, 2%, /, -6%
- CC1(c2ccccc2Cl)NC(=O)N(CC(=O)N2CCc3ccccc3C2)C1=O (configuration not stated)
→ -14, /, 6%, -13%, /, -1%, 42%[activator], /, -16%
- CN(C)P(=O)(Nc1cccc2ccccc12)Nc1cccc2ccccc12
→ 6, /, -6%, -29%, /, -4%, ?, /, 0%
- CCOc1cc(S(=O)(=O)NCCc2cccc(C)c2)c(OCC)cc1-n1cnnn1
→ 0, -23%, -7%, -9%, -3%, -5%, -5%, 6%, -11%
- CC1(C)CC(=O)/C(=C(\O)Cc2ccccc2)C(=NCCCCCC(=O)O)C1
→ 8, 24%, -7%, 0%, 7%, 0%, 71%[activator], 4%, -14%
- CC(=O)c1c[nH]c(C(=O)NCc2ccccc2Cl)c1
→ -5, 24%, -8%, -11%, 0%, 8%, -16%, -9%, -9%
- COc1ccc(NC(=O)c2ccc3c(c2)N(Cc2cccc(Cl)c2)C(=O)c2ccccc2S3=O)cc1Cl (configuration not stated)
→ 2, 1%, /, -6%[60.1 µM], -3%, -3%, -8%, -14%, 0%
- C=CCc1cccc2cc(C(=O)N3CCN(C(=O)c4ccco4)CC3)c(=O)oc12
→ 2, -1%, -6%, -7%[60.1 µM], -4%, -3%, ?, -9%, 1%
- Cc1ccc(C)c(NC(=O)CCN2CCOCC2)c1
→ -3, 10%, 14%, 1%, 1%, -4%, -8%, -7%, -10%
- CCCc1cc(NC(=O)COC(=O)c2nccnc2N)n(-c2ccccc2)n1
→ 6, /, 22%, -1%, /, -3%, 58%, /, -17%
- CC(=O)Nc1sc(-c2ccccc2)nc1-c1ccccc1
→ -4, 13%, -1%, 1%, -2%, 0%, 111%[activator], 1%, -16%
- Cc1ccc(S(=O)(=O)CC2CSc3nc4ccccc4n32)cc1 (configuration not stated)
→ -1, 12%, 18%, -10%, 4%, -4%, -14%, -6%, -7%
- CC=C(/C(=C/C)c1ccc(O)cc1)c1ccc(O)cc1
→ /, /, /, -4%[12 µM], -1%[21.4 µM], -5%, /, ?, /
- CC1CN(S(=O)(=O)c2ccc(CN3C(=O)c4cccnc4C3=O)s2)c2ccccc2O1 (configuration not stated)
→ -2, -2%, -22%, -13%, 0%, -2%, 106%[activator], -21%, -14%
- CCOC(=O)C1CCN(C(=O)c2ccc(C)c(S(=O)(=O)N3CCCC3)c2)CC1
→ -2, 15%, 28%, -3%, -1%, 2%, -18%, -8%, -8%
- O=C(Cc1n[nH]c(=O)[nH]c1=O)N/N=C/c1ccccc1
→ -9, 0%, -3%, -3%, -1%, -1%, 52%[activator], -1%, 9%
- NS(=O)(=O)c1ccc(CNC(=O)/C=C/c2ccc(S(=O)(=O)N3CCOCC3)cc2)cc1
→ -9, 27%, 12%, -1%, -17%, 9%, 31%[activator], -11%, -9%
- Cc1ccccc1C(=O)NC(=S)NC1CC1
→ 4, 45%, -3%, 3%, -5%, -1%, -7%, 1%, -9%
- COc1ccc2cc(C(c3nnnn3CC3CCCO3)N3CCOCC3)c(=O)[nH]c2c1 (configuration not stated)
→ -11, 0%, -1%, -5%, 1%, -1%, 18%, -10%, -13%
- Cc1c(Cl)cccc1NC(=O)CSc1ccc(-c2ccccn2)nn1
→ 0, -20%, /, -18%, 0%, -2%, 27%, -6%, -14%
- CCCCN(C)CCCNC(=O)C1CCN(S(=O)(=O)CCC)CC1
→ 1, -8%, /, -3%[60.1 µM], -4%, -5%, 9%, 2%, -15%
- Cc1cccc(NC(=O)c2ccc(N3CCCCC3)c([N+](=O)[O-])c2)n1
→ 2, 3%, -4%, -7%, -13%, -4%, 3%, ?, -14%
- CSc1cccc(NC(=O)/C=C/c2ccco2)c1
→ -2, 32µM*, -3%, ?, -14%, 13%, ?, -12%, 79µM*
- C=CCc1ccccc1OCC(O)CN1CCN(CCO)CC1 (configuration not stated)
→ 1, 2%, -13%, -4%[60.1 µM], 3%, -3%, -7%, 0%, -2%
- O=C(COC(=O)c1cnccn1)c1ccc(OC(=O)c2ccccc2)cc1
→ -4, 23%, 16%, -5%, -2%, -6%, -5%, 1%, ?
- CCC(Sc1nc2c(cnn2-c2ccc(Cl)cc2)c(=O)[nH]1)C(=O)OC (configuration not stated)
→ 0, 1%, 18%, 3%, 7%, -2%, 2%, -5%, -6%
- O=c1ccc(-c2ccccc2)nn1Cc1ccc(Cl)cc1
→ 0, /, /, -4%, /, 1%, 28%, /, -15%
- CCOC(=O)Cn1nnc2c(sc3nc4c(c(-c5ccc(Cl)cc5)c32)CCC4)c1=O
→ -2, 19%, 9%, 4%, -6%, -1%, 20%, -19%, -14%
- C/C(=N\NC(=O)c1ccoc1C)c1ccccc1O
→ -2, 2%, 13%, -16%, -2%, 6%, 19%, -10%, -12%
- CCC(=O)Nc1ccc(NC(=O)c2cccc3c(Br)cccc23)cc1
→ -8, 19%, 4%, -9%, -12%, -5%, ?, -3%, 5%
- Cc1cccc(CCN2CCN=C2Nc2ccccc2)c1
→ -3, /, 15%, -16%, /, 2%, 12%, /, -9%
- O=[N+]([O-])c1ccc(N/N=C/c2c[nH]c3ccccc23)c(S(=O)(=O)Nc2ccc(Cl)cc2)c1
→ 8&-13, 9%, -1%, -14%, -12%, -3%, 0%, -5%, -12%
- CCCSC1=NC2(CCN(C(=O)NC3CCCCC3)CC2)N=C1c1ccccc1
→ -2, 31%, /, -5%, -9%, -3%, -1%, -7%, -10%
- Cc1ccc(C(=O)NC2CC(C)(C)NC(C)(C)C2)cc1
→ -20, -15%, 20%, -10%, -7%, -4%, -15%, -4%, -15%
- CCN(CC)Cc1c(C(=O)OC)nnn1-c1nonc1N
→ -8, 46%, -3%, -1%, -5%, -3%, 9%, -14%, -5%
- O=C(NCc1ccccc1)c1cccc(S(=O)(=O)N2CCOCC2)c1
→ -6, -18%, 3%, 2%, 1%, -6%, 15%, 2%, -4%
- O=C(Cn1ncc2c(=O)oc3ccccc3c21)N1CCCN(Cc2ccccc2F)C1
→ -2, 11%, -3%, 8%, 2%, -1%, 5%, -13%, -10%
- O=C(COC(=O)C1CC1)Nc1c(Cl)cccc1C(F)(F)F
→ -6, /, 38%, -12%, /, -4%, 39%[activator], /, -20%
- COc1ccc2[nH]c(C)c(-c3csc(N)n3)c2c1
→ 4, 0%, 20%, -2%, -3%, 1%, 13%, -23%, -5%
- CCC(c1nnnn1C(C)(C)CC)N(CCCO)Cc1cc2cc(C)cc(C)c2[nH]c1=O (configuration not stated)
→ 1, 12%, -2%, -10%, 3%, -4%, 8%, -19%, -7%
- Cc1c(C(=O)N/N=C/c2ccncc2)no[n+]1[O-]
→ -1, 0%, 3%, 5%, 3%, 1%, 0%, -4%, -18%
- Cc1cc(C)n2cc(CSc3nnc(-c4ccccc4)o3)nc2n1
→ -2, 30%, -1%, -15%, 2%, 3%, 10%, -14%, -1%
- COc1cccc(C(=O)Nc2ccc(S(=O)(=O)Nc3cc(C)nc(C)n3)cc2)c1
→ -4, -3%, 26%, -5%, -3%, -1%, 16%, -12%, 2%
- CN(C)c1ccc(/C=C/c2cccc[n+]2[O-])cc1
→ -3, -2%, 3%, -1%, -1%, -7%, 93%[activator], 90%[activator], -8%
- O=C(NCC(=O)N1CCC2(CC1)NCCc1[nH]cnc12)c1cccc(Cl)c1
→ -1, 51%, 20%, -7%, 0%, 0%, -18%, -6%, -3%
- Cc1cccc(S(=O)(=O)NCCc2ccccc2)c1
→ -1, 40%, -8%, -19%, -2%, 8%, 93%[activator], ?, -5%
- CCCCNC(=O)CSc1nc2ccccc2n1S(=O)(=O)c1ccc(Br)cc1
→ -7, -3%, -11%, -4%, 5%, 0%, -18%, 2%, -19%
